# Siah-1 displacement: blockers of Siah-1 interaction with plectin peptide – biochemical, fluorescence polarization, rhodamine-plectin, uHTS, primary screen (AID 1817) | displacement, % at 20 µM; hits with a dose series show IC50 in µM | Siah-1 / rhodamine-plectin peptide fluorescence polarization; higher % means a stronger effect | hit rate 0.02% among 290,000;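 active = displacement of at least 50% at 20 µM, with a fluorescence ratio check between 0.3 and a set limit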;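 note: plate controls were Siah plus tracer with DMSO for no effect and tracer alone without Siah for full effect; strong numbers were not always called active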
# human PMI inhibitors: human PMI inhibitors, high substrate, primary screen, biochemical, fluorescence intensity, high mannose 6-phosphate (AID 1220); recombinant PMI enzyme, coupled fluorescence intensity; higher % means a stronger effect; inhibition, % at 20 µM; hits with a dose series show IC50 in µM; hit rate 0.66% among 190,000
# RSV CPE inhibition: RSV antiviral activity via CPE protection, HEp-2 cells, primary 10 µM value included (AID 2391). HEp-2 cells, RSV-induced CPE inhibition; higher % means a stronger effect. CPE inhibition, % at 10 µM, or IC50 in µM where a hit was titrated. hit rate 0.13% among 310,000; in the data active = a potency from the dose series; inconclusive = CPE inhibition mostly from about 23% at the one dose, without a potency; inactive = the rest, 99 in 100 with CPE inhibition below about 21%; note: strong numbers were not always called active
# PMI inhibitors: inhibitors of human PMI, primary screen, biochemical, fluorescence intensity, coupled assay (AID 1209) | inhibition, % at 20 µM, or IC50 in µM where a hit was titrated | hit rate 0.42% among 190,000 | purified PMI enzyme, coupled fluorescence intensity; higher % means a stronger effect;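 note: plate controls were DMSO vehicle for no effect and wells lacking substrate for full effect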
# Myeloid diff 2: myeloid differentiation induction; ER-HoxA9 myeloid progenitors, lysozyme-GFP differentiation, flow cytometry; calls only at 10 µM; hit rate 1% among 360,000;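 active = normalized GFP-positive differentiation at or above the plate's own cutoff, the solvent-only control mean plus 3 SD; inconclusive = no clear call, values can overlap the other calls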;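 note: cells exposed to compound for four days before flow analysis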
# TNAP activators: stimulation of alkaline phosphatase TNAP activity – biochemical, luminescent, no phosphate acceptor, uHTS, primary screen (AID 1001); hit rate 0.03% among 200,000; activation fold at 20 µM; hits with a dose series show EC50 in µM; purified TNAP, luminescent activation assay, no phosphate acceptor; higher activation fold means a stronger effect; in the data active = activation fold from about 3, or a potency from the dose series; inactive = the rest, 99 in 100 with activation fold below about 1.6; note: many of its hits are not listed in these tables
# Salmonella PhoP GFP: inhibitors of PhoP regulon expression, primary screen, Salmonella Typhimurium, GFP reporter (AID 1863) | S. Typhimurium PhoP-regulated promoter GFP reporter, 4 h; higher % means a stronger effect | one-dose inhibition, % at 50 µM; IC50 in µM for titrated hits | hit rate 0.16% among 300,000;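 active = inhibition over 29.93%, a cutoff 3 SD above the screen mean, later confirmed by dose response; inconclusive = inhibition over 29.93% but no dose response follow-up; inactive = inhibition at most 29.93% or unconfirmed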;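 note: 0% = low Mg2+ inducing control and 100% = high Mg2+ repressing control; strong numbers were not always called active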
# XIAP antagonists: small molecules displacing peptide from XIAP – biochemical, IAP family, fluorescence polarization (AID 1018) | XIAP BIR domain, fluorescence polarization peptide displacement; higher % means a stronger effect | displacement, % at 20 µM, or IC50 in µM where a hit was titrated | hit rate 0.007% among 200,000; in the data active = displacement above about 50%; note: a part of the inactive calls stands beside numbers as strong as those of hits
# WT yeast gro inh: growth inhibition of WT yeast, mitochondrial fusion screen; hit rate 2.1% among 190,000; mitochondrial fusion phenotypic screen, WT strain; inhibition, % at 10 µM; in the data active = inhibition above about 58%; tested in S. cerevisiae
# WT yeast gro inh mutant strain: second read-out of WT yeast gro inh, no call of its own (marks repeat the call); inhibition, %; mitochondrial fusion phenotypic screen, mutant strain inhibition
# Myeloid diff 2 GFP+ MAC1+ %: recorded beside Myeloid diff 2, whose call it bears; GFP+ MAC1+ double positive, %; measured here: differentiation confirmed by MAC1 staining
# The depositor's hits bear a star; i = inactive; ? = inconclusive; · = not tested or not shown; & = joins results of further samples. Cut-off read from the data, not from the text of the source, unless noted: active = inhibition above about 50%; inactive = the rest.
SMILES,Siah-1 displacement,human PMI inhibitors,RSV CPE inhibition,PMI inhibitors,Myeloid diff 2,Myeloid diff 2 GFP+ MAC1+ %,TNAP activators,Salmonella PhoP GFP,XIAP antagonists,WT yeast gro inh,WT yeast gro inh mutant strain
Cn1sc(NC(=O)c2ccc(Cl)cc2)nc1=O,-4%,4%,1.0%,15%,i,0.6,1.1,-4%,-24%,7,-10
CC1Oc2ccccc2N(CC(=O)NCc2ccc3c(c2)OCO3)C1=O (stereo unspecified),-2%,·,0.0%,·,i,0.1,1.1,7%,-6.2%,4,-7
Cc1cnc(NC(=O)C2CC=CCC2)s1 (stereo unspecified),8%,·,0.5%,·,i,1.3,·,1%,·,·,·
O=C1CC(C(=O)N(c2ccc(F)cc2)C(C(=O)NC2CCCC2)c2ccccn2)CS1 (stereo unspecified),0%,16%,0.5%,13%,i,0.4,1.1,-4%,-14%,4,-1
COc1cc(S(=O)(=O)NCc2ccncc2)c(OC)cc1C,5%,·,7.0%,·,i,0.4,·,1%,·,·,·
Brc1ccccc1-c1nc(-c2ccccc2)no1,8%,13%,6.0%,12%,·,·,1.1,-5%,-3.0%,28,28
COc1ccc(CNC(=S)NC2CCCC2)cc1,5%,12%,-0.2%,6%,i,0.0,1.2,0%,0.9%,6,0
CCOc1ccc(CCNC(=O)c2ccc(CS(=O)Cc3cccc(Cl)c3)o2)cc1 (stereo unspecified),0%,·,?,·,i,0.5,·,1%,·,·,·
O=C(OCn1nnc2ccccc2c1=O)c1ccc2ncsc2c1,4%,-3%,4.1%,-1%,i,0.3,1.1,-2%,-3.2%,4,3
O=C(Cc1ccsc1)Nc1ccc(Cl)cc1Cl,-1%,·,2.4%,·,i,1.2,·,0%,·,·,·
CC(C)c1ccc(Nc2ncccc2C#N)cc1,2%,12%,0.0%,12%,i,0.4,1.1,-4%,-2.3%,6,11
CN(C)N1C(=O)CC(N2CCCC2)C1=O (stereo unspecified),6%,5%,0.6%,9%,i,0.2,1.1,9%,-4.5%,-15,-15
COc1ccc(C)c2sc(=NC(=O)c3ccc(C(C)=O)cc3)n(C)c12,14%,·,2.6%,·,i,0.3,·,-4%,·,·,·
O=C(Nc1ccc(-c2nnc3n2CCCCC3)cc1)c1cc2ccccc2o1,1%,5%,3.4%,9%,i,0.8,1,-12%,-1.6%,3,-16
O=C1CC(c2ccco2)CC2=C1C=Nc1ccccc1N2 (stereo unspecified),-2%,-6%,11%,2%,i,0.8,1,12%,-6.3%,-7,-21
CC1CN(CC(O)COC2CCC(C(C)(C)C)CC2)CC(C)O1 (stereo unspecified),10%,0%,0.4%,-9%,i,1.0,1,0%,-6.9%,-23,50
Cc1ccc(-n2nc(C(=O)O)c3ccccc3c2=O)cc1C,-2%,-2%,1.1%,3%,i,1.1,1.1,8%,-3.6%,8,2
COc1ccc2[nH]c3nc(SC(C)C)nnc3c2c1,-4%,4%,-0.9%,1%,i,0.7,1,-7%,-4.0%,0,-1
Cc1ccc(C)c(N2CCN(C(=O)CCS(=O)(=O)c3ccc4c(c3)CCN4C(=O)C3CC3)CC2)c1,1%,·,20%,·,i,0.4,·,-6%,·,·,·
Cn1cccc1C(=O)c1cccc([N+](=O)[O-])c1,2%,-4%,-0.7%,-2%,i,0.1,1,-1%,-7.9%,-2,-9
Cc1ccccc1OCCCC(=O)Nc1nccs1,3%,3%,2.9%,7%,i,4.3,1.1,3%,-6.3%,9,0
C=CCn1c(CSc2nc3ccccc3s2)nnc1SCC(=O)NCc1ccccc1,-2%,-1%,0.5%,-6%,i,1.0,0.9,2%,-7.2%,1,-11
CCCc1ccc(OCc2ccc(C(=O)Nc3cccc(C)n3)o2)c(OC)c1,8%,2%,3.6%,3%,i,0.4,1.5,1%,-3.1%,11,-3
CCCNC(=O)N1CCN(c2nc(C(C)C)c3c(c2C#N)CC(C)(C)OC3)CC1,0%,5%,35%,-4%,i,1.7,1,4%,-3.3%,15,4
O=C(COc1ccccc1Cl)NCCCN1CCOCC1,8%,11%,1.6%,5%,i,0.7,1.1,10%,1.1%,-5,12
# Next part:
SMILES,Siah-1 displacement,human PMI inhibitors,RSV CPE inhibition,PMI inhibitors,Myeloid diff 2,Myeloid diff 2 GFP+ MAC1+ %,TNAP activators,Salmonella PhoP GFP,XIAP antagonists,WT yeast gro inh,WT yeast gro inh mutant strain
CCn1c(=O)c(=O)[nH]c2cc(C(=O)NC3CCCC3)ccc21,4%,-4%,1.4%,-3%,i,0.0,1.1,8%,3.2%,-4,12
Cc1cc(-c2nn(-c3ccccc3F)cc2CN2CCCC(CO)C2)c(C)s1 (stereo unspecified),2%,·,-0.2%,·,i,0.3,1,3%,-5.4%,2,13
Clc1ccccc1CN1CCSCC1,6%,·,-0.3%,·,i,0.6,·,7%,·,·,·
COc1ccc(CNC(=O)c2cc(C)nc3ccccc23)cc1OC,3%,-14%,-0.5%,-7%,i,0.1,1,-8%,-7.2%,-16,-11
CC(=O)c1ccc(NC(=O)NNS(=O)(=O)c2ccc([N+](=O)[O-])cc2)cc1,-6%,·,1.6%,·,i,0.7,·,-1%,·,·,·
Cn1ncc(Cl)c1C(=O)Nc1cccnc1,2%,12%,-0.3%,3%,·,·,1.1,-1%,-1.4%,5,-16
Cc1cccc(-n2nc3c(c2NC(=O)CCCl)CSC3)c1,2%,·,1.9%,·,i,0.3,·,12%,·,·,·
Cc1c(NC(=O)CN2CC(C)OC(C)C2)c(=O)n(-c2ccccc2)n1C (stereo unspecified),6%,-1%,0.1%,8%,i,0.3&1.3,1.1,-1%,-1.9%,-4,-7
CC(=O)Nc1ccc(NC(=O)COc2cc(C)cc3oc(=O)cc(C)c23)cc1,10%,·,3.6%,·,i,3.0,·,-2%,·,·,·
CCOC(=O)N1CCC(NC(=O)c2sc3nc4n(c(=O)c3c2C)CCCC4)CC1,-1%,-5%,1.5%,-7%,i,0.4,1,-3%,-6.8%,2,55
Cc1ccc(S(=O)(=O)N(Cc2cc3ccc(C)cc3[nH]c2=O)c2ccccc2)cc1,-2%,·,-0.1%,·,i,0.2,·,-7%,·,·,·
COc1ccc(Cl)cc1-c1nc(SCC(=O)NC(C)C)n[nH]1,-4%,11%,0.0%,5%,i,0.4,0.8,1%,-0.7%,1,0
COc1ccccc1NC(=O)Nc1nc2ccc(S(N)(=O)=O)cc2s1,-12%,·,1.3%,·,i,1.5,·,10%,·,·,·
CCc1nc(N)nc2c1C(=O)CC(C)(C)C2,3%,-2%,0.6%,-8%,i,13,1.1,9%,0.1%,3,1
Cc1nc(CS(=O)(=O)c2ccccc2)cc(N2CCOCC2)n1,0%,12%,-0.1%,14%,i,0.4,1.1,9%,-8.4%,-13,-3
CCc1ccc(-c2nc(CS(=O)CC(=O)NCc3ccc4c(c3)OCO4)c(C)o2)cc1 (stereo unspecified),4%,·,5.5%,·,i,0.4,·,2%,·,·,·
CC(=O)c1sccc1NC(=O)CC(C)(C)CC(=O)O,-4%,·,0.5%,·,i,0.9,·,7%,·,·,·
CCOC(=O)CN(C(=O)CSc1nnc(COc2ccc(OC)cc2)n1CC)c1ccccc1,-6%,·,-0.4%,·,i,0.5,·,4%,·,·,·
CN(C)NC(=S)Nc1ccc(S(=O)(=O)N2CCCCC2)cc1,6%,·,11%,·,i,0.5,·,-14%,·,·,·
N#CCCN(C(=O)COC(=O)c1cccc(S(=O)(=O)Nc2ccc([N+](=O)[O-])cc2)c1)c1ccccc1,7%,2%,3.8%,-5%,i,0.5,1,-2%,0.0%,-3,-5
CCOC(=O)C1CCN(C(=O)c2ccc3c(SCC(=O)O)c4c(nc3c2)CCCC4)CC1,-6%,-15%,2.5%,-18%,i,0.7,1.1,6%,-6.0%,-5,-18
C=CCOc1ccc2nc(NC(=O)OC)[nH]c2c1,4%,-4%,-1.4%,2%,?,·,1.1,3%,-12%,-14,5
O=C(CCC(=O)N(CC(=O)NC1CCCCC1)Cc1ccc(F)cc1)Nc1nccs1,-4%,·,0.4%,·,i,0.8,·,4%,·,·,·
CC1(C)Cc2c(C#N)c(N3CCN(C(=O)c4ccccc4)CC3)nc(Cc3ccccc3)c2CO1,4%,4%,12%,5%,i,1.0,1,3%,-3.6%,34,20
Cc1cc2c(c(=O)n1Cc1ccccn1)C(C(C)C)C(C#N)=C(N)O2 (stereo unspecified),0%,1%,-0.4%,0%,i,0.7,1.1,2%,-2.5%,-3,5
Cc1ccc(C(=O)COC(=O)CN2C(=O)C3CC=CCC3C2=O)cc1[N+](=O)[O-] (stereo unspecified),7%,·,0.3%,·,i,1.0,·,6%,·,·,·
COc1ccc2c(c1)[nH]c1c(=O)n(/N=C/C3C(C)C=C(C)CC3C)c(=O)[nH]c12 (stereo unspecified),0%,-5%,0.8%,-8%,i,0.6,1.1,-11%,0.1%,-1,14
O=C1Cc2ccccc2N1c1c(Cl)cccc1Cl,4%,-5%,2.1%,0%,i,0.9,1.1,-3%,-1.7%,20,3
Cc1cc2ccccc2c(=O)n1CC(=O)NCC(=O)N(C)Cc1ccccc1,1%,2%,1.8%,3%,i,0.8,1.1,-9%,1.5%,4,5

# Part of the list above in another layout:
Structure	Siah-1 displacement	human PMI inhibitors	RSV CPE inhibition	PMI inhibitors	Myeloid diff 2	Myeloid diff 2 GFP+ MAC1+ %	TNAP activators	Salmonella PhoP GFP	XIAP antagonists	WT yeast gro inh	WT yeast gro inh mutant strain
CCOc1ccc(CCNC(=O)c2ccc(CS(=O)Cc3cccc(Cl)c3)o2)cc1 (stereo unspecified)	0%	·	?	·	i	0.5	·	1%	·	·	·
O=C(OCn1nnc2ccccc2c1=O)c1ccc2ncsc2c1	4%	-3%	4.1%	-1%	i	0.3	1.1	-2%	-3.2%	4	3

# Compound profiles, from the list above. Order of values: Siah-1 displacement	human PMI inhibitors	RSV CPE inhibition	PMI inhibitors	Myeloid diff 2	Myeloid diff 2 GFP+ MAC1+ %	TNAP activators	Salmonella PhoP GFP	XIAP antagonists	WT yeast gro inh	WT yeast gro inh mutant strain
# Cc1cc2c(c(=O)n1Cc1ccccn1)C(C(C)C)C(C#N)=C(N)O2 (stereo unspecified) across the screens: 0%	1%	-0.4%	0%	i	0.7	1.1	2%	-2.5%	-3	5
# Clc1ccccc1CN1CCSCC1 across the screens: 6%	·	-0.3%	·	i	0.6	·	7%	·	·	·
# COc1ccccc1NC(=O)Nc1nc2ccc(S(N)(=O)=O)cc2s1 across the screens: -12%	·	1.3%	·	i	1.5	·	10%	·	·	·
# Cc1cc2ccccc2c(=O)n1CC(=O)NCC(=O)N(C)Cc1ccccc1 across the screens: 1%	2%	1.8%	3%	i	0.8	1.1	-9%	1.5%	4	5
# CCc1nc(N)nc2c1C(=O)CC(C)(C)C2 across the screens: 3%	-2%	0.6%	-8%	i	13	1.1	9%	0.1%	3	1

# High-throughput results: PubChem BioAssay, several laboratories
